Bioassay records deposited in PubChem by National Center for Advancing Translational Sciences (NCATS).
PNC assembly inh: High Content Assay for Compounds that inhibit the Assembly of the Perinucleolar Compartment; PC3M PTB-GFP, PNC prevalence imaging, 16 h; active compounds read low; activity change (PNC), negative = inhibition, % at 10 µM; 3.1% of 140,000 active;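 active = readout at or below -70, meaning at least 70% loss of cells showing the perinucleolar compartment, a nuclear body marking cancer cells; inconclusive = readout between -30 and a set limit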;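 note: plate controls were DMSO wells for no effect and camptothecin positive control wells for full effect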
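Compounds are pinned in duplicate onto adhered PC3M cells stably expressing GFP-tagged PTB and incubated 16 h at 37 C. Cells are then fixed, nuclei stained with Hoechst, and PNC-positive cells counted.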
12-hLO inh: qHTS Assay for Inhibitors of 12-hLO (12-human lipoxygenase) | Polyunsaturated fatty acid lipoxygenase ALOX12 (Homo sapiens), P18054 | AID 1452, 2008 | 0.12% of 150,000 active | purified 12-hLO, xylenol orange hydroperoxide absorbance | Potency, µM (doses to about 57.1 µM), without a hit: at the top dose activity change, negative = inhibition, most hits filed as inhibitors; note: potency is the fitted concentration of half-maximal effect; nearly all actives have a fitted effect of over 55% in size; many of its hits are not listed in these tables
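Hydroperoxide output read as Fe(III)-xylenol orange absorbance, 573-to-405 nm ratio, after 30 min reaction with 40 uM arachidonic acid. Enzyme: 150 nM purified human 12hLO, 15 min compound preincubation; 25 mM Hepes pH 7.0, room temperature.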
15-hLO-2 inh: qHTS Assay for Inhibitors of 15-hLO-2 (15-human lipoxygenase 2) | Polyunsaturated fatty acid lipoxygenase ALOX15B (Homo sapiens), O15296 | purified 15hLO-2, xylenol orange hydroperoxide absorbance | Potency, µM (top dose mostly 57.1 µM), for inactives: at the top dose activity change, negative = inhibition, most hits filed as inhibitors | 0.56% of 110,000 active | AID 881, 2007; note: potency is the fitted concentration of half-maximal effect; nearly all actives have a fitted effect of over 60% in size; many of its hits are not listed in these tables
Target sequence (O15296 whole entry, looked up): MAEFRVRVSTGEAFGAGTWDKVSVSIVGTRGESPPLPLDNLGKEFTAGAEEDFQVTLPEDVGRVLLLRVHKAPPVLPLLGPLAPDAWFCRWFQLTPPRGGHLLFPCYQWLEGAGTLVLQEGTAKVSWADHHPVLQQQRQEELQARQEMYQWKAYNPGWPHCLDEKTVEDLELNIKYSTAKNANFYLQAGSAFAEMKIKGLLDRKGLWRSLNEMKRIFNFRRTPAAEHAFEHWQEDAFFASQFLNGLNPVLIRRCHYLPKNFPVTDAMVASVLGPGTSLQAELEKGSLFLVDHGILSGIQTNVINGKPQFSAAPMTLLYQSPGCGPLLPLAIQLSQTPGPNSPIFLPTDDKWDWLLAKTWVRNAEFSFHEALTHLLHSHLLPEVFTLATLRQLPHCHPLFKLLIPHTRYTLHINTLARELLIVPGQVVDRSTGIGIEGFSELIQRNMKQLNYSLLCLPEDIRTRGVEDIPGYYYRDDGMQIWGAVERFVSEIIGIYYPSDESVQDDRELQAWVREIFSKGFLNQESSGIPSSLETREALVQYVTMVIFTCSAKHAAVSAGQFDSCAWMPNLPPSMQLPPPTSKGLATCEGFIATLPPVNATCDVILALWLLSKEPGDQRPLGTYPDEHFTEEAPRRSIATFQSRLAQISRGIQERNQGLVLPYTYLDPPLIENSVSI
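Screening format was qHTS against 50 nM purified 15hLO-2 in Hepes pH 7.5 with detergent. Activity follows hydroperoxide formation from 45 uM arachidonic acid, measured as 573:405 nm absorbance ratio of the ferric-xylenol orange complex.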
IMPase inh: qHTS Assay for Identifying the Cell-Membrane Permeable IMPase Inhibitors | AID 901, 2007 | CHO-M1 cells, IP1 accumulation, HTRF TR-FRET ratio | inhibition (IP1 accumulation), % at 46.1 µM | Inositol monophosphatase 1 (Rattus norvegicus), P97697 | 120,000 tested, under 10 active; active = well fitted curve in the direction sought with a large enough effect in the signal ratio, not every such curve was filed as active; inconclusive = small, poorly fitted or top-dose-only effect, or a change in a side signal; inactive = no such curve, though single readings can be large or run the other way; the % refers to the signal ratio;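 note: cells stimulated with carbachol in lithium chloride buffer; plate controls were DMSO basal wells for no effect and reference inhibitor wells for full effect; higher means more IMPase inhibition seen as more IP1 and lower FRET ratio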
Target sequence (P97697 whole entry, looked up): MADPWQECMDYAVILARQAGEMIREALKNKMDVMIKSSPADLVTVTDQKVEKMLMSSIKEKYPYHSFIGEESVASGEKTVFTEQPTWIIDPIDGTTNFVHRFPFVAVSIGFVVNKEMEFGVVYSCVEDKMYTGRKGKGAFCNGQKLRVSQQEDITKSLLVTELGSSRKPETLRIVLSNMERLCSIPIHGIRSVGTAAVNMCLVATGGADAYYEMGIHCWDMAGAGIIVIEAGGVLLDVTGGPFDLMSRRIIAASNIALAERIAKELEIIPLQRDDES
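CHO-M1, 2000 cells/well, cultured 16–30 h; cpd up to 46 uM; carbachol (50 uM solution, stimulation buffer w/ 50 mM LiCl, pH 7.4), 30 min 37C; IP-One TR-FRET, 10 min RT; Ex 320/Em 665, 620; Hill-fit AC50.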
Active calls of the source: *; ? = inconclusive; . = no result given; & = joins results of further samples; [ ] = dose if it differs, or a comment. Unless noted, calls come from the whole dose curve; as a rule, active = well fitted curve in the direction sought with a large enough effect; inconclusive = small, poorly fitted or top-dose-only effect, or another doubt; inactive = no such curve, though single readings can be large; an effect the other way counts as inactive or inconclusive. Unless noted, % is set by controls: 0 for no effect and ±100 for the full control effect.

Each structure is followed by: PNC assembly inh | 12-hLO inh | IMPase inh | 15-hLO-2 inh
C#C[C@]1(O)CC[C@H]2[C@@H]3CCC4=CC(=O)CC[C@]4(C)[C@H]3CC[C@@]21C
→ 23 | -1% | . | .
O=C(Cn1c(=S)[nH]c2ccccc2c1=O)N1CCC2(CC1)OCCO2
→ -16 | 7% | -11 | 6%
Cc1ccc(-n2nnnc2SCC(=O)Nc2sc(C)c(C)c2C#N)cc1C
→ 35 | -2% | ? | -19%[11.4 µM]
CN1C(=O)C(=Cc2ccccc2Oc2ccc(Cl)c(F)c2)C(=O)N(C)C1=O
→ 32 | -1% | -7 | -19%
COc1cc2c(cc1OC)[C@@H]1C(=O)c3ccc4c(c3OC1CO2)CC(C(C)C)O4 (stereo partly drawn)
→ . | -2% | . | 2%
CO[C@H]1C=C2CCN(C)[C@@H]2[C@@H]2c3cc4c(cc3C(=O)O[C@H]21)OCO4
→ . | -1%[25.6 µM] | 1[20.6 µM] | 8%[25.6 µM]
Cc1cc(OCC(=O)Nc2cc(C)nn2-c2ccccn2)c2c3c(c(=O)oc2c1)CCC3
→ 4 | -1% | 8 | 6%
CC(C)CC(NC(=O)C1CCCCC1)C(=O)N1CCC2(CC1)OCCO2 (stereo not drawn)
→ 6 | 0% | -2 | -1%
O=C(Cc1ccccc1)OCc1ccccc1
→ . | 1% | . | -6%
O=C(CCS(=O)(=O)c1ccc(Br)cc1)N1CCC2(CC1)OCCO2
→ 11 | 0% | 4 | 0%
Cc1cccc(-n2c(O)c(/C=N/N3CCOCC3)c(=O)[nH]c2=S)c1
→ -15 | -1% | 4 | .
CN(C)S(=O)(=O)c1cc(NC(=O)C[N+]23CCN(CC2)CC3)ccc1Cl
→ 0 | -1% | . | .
Cc1cccc([N+](=O)[O-])c1
→ . | 1% | . | -5%
CCCCCC[C@H]1C(=O)O[C@H](C)[C@H](NC(=O)c2cccc(NC=O)c2O)C(=O)O[C@@H](C)[C@H]1OC(=O)CC(C)C
→ . | -6%[25.6 µM] | 0[20.6 µM] | 4%[25.6 µM]
O=C1NO[C@H]2[C@@H]1CN[C@@H]2C(=O)O
→ . | -3% | . | 20%
COc1ccn(C)c(=O)c1C#N
→ . | -4% | 0 | -7%
CN1CCN(C(=S)SCC(=O)Nc2ccc(Cl)cc2C(=O)c2ccccc2)CC1
→ -19 | -8% | . | .
CCOc1ccccc1N1C(=O)NC(=O)/C(=C/c2ccc3c4c(cccc24)CC3)C1=O
→ 22 | -10% | -7 | ?
O=C1NC(=O)N(C2CCCCC2)C(=O)C1C1c2ccccc2C(=O)N1Cc1ccccc1 (stereo not drawn)
→ ? | -6% | -7 | -11%
CC(C)Oc1ccc(C2(C#N)CC[N+](C)(C)CC2)cc1
→ 25 | 1% | . | .
COc1cccc(NC(=O)N2CCC3(CC2)OCCO3)c1
→ 97 | -3% | . | .
Fc1ccc(CCNCc2ccccc2Cl)cc1
→ 35 | 1% | 7 | 16%
Cc1ccc(CN2C(=O)CN=C(c3ccccc3)c3ccccc32)cc1
→ 50 | -2% | . | .
O=C(O)Cc1ccc([N+](=O)[O-])cc1[N+](=O)[O-]
→ . | 0%[11.4 µM] | . | -10%[11.4 µM]
CCCC/C(=N\O)c1c[nH]c2ccccc12
→ -81* | -4% | -4 | -9%
CCOC(=O)c1c(C)n(COCCO)c2ccc(O)cc12
→ ? | -10% | 4 | -1%
Cc1cccc(C2=NCC(=O)N(CC(=O)NCc3ccco3)c3sc4c(c32)CCCC4)c1
→ ? | -25% | 7 | ?
COc1ccc(CC2C(=O)N(c3ccccc3)C(=O)N(c3ccccc3)C2=O)c(OC)c1
→ 50 | -8% | 1 | -7%
O=C(c1cc2c(s1)CCCC2)N1CCC2(CC1)OCCO2
→ -26 | 1% | -1 | 7.9µM*
COc1ccc(C=O)cc1
→ . | -4% | . | 2%

Full records from above:
Shown for Fc1ccc(CCNCc2ccccc2Cl)cc1 : PNC assembly inh = 35; 12-hLO inh = 1%; IMPase inh = 7; 15-hLO-2 inh = 16%
Shown for CCOc1ccccc1N1C(=O)NC(=O)/C(=C/c2ccc3c4c(cccc24)CC3)C1=O : PNC assembly inh = 22; 12-hLO inh = -10%; IMPase inh = -7; 15-hLO-2 inh = ?

(continued)
Each structure is followed by: PNC assembly inh | 12-hLO inh | IMPase inh | 15-hLO-2 inh
CC(C)n1nnnc1CN1CCN(C)CC1
→ 33 | -13% | 2 | 8%
O=C(Cc1ccccc1)N1CCN(Cc2c[nH]c3ccccc23)CC1
→ -23 | -13% | 5 | -1%
C=CCn1c(O)c(C(C)=NCc2cc(OC)cc(OC)c2)c(=O)[nH]c1=O
→ 14 | -6% | -12 | 4%
C=CCn1c(O)c(C(C)=NCCC(c2ccccc2)c2ccccc2)c(=O)[nH]c1=O
→ -10 | -1% | 2 | .
COc1ccc(C(c2c(O)c3ccccc3oc2=O)c2c(C)n(C)n(-c3ccccc3)c2=O)cc1 (stereo not drawn)
→ 73 | -1% | -13 | .
CN1CC[C@@]2(CCCN(C(=O)Oc3ccccc3)C2)C1
→ . | 0% | . | 0%
CN[C@H]1C[C@H]2O[C@@](C)([C@H]1OC)n1c3ccccc3c3c4c(c5c6ccccc6n2c5c31)C(=O)NC4
→ -115* | 7% | . | .
COC(=O)c1ccc(CN2CCN(Cc3ccccc3)CC2)cc1
→ 48 | 3% | 10 | 14%
CCC1CN2CCC1CC2C(O)c1ccnc2ccccc12 (stereo not drawn)
→ . | 2% | 1 | 7%
C/C=C1\C[C@H](C)[C@@](O)(CO)C(=O)OCC2=CCN3CC[C@@H](OC1=O)[C@@H]23
→ . | -4%[25.6 µM] | -6[20.6 µM] | 10%[25.6 µM]
Cc1nc2ccccc2cc1C[N+]12CN3CN(CN(C3)C1)C2
→ . | -17%[11.4 µM] | . | -20%[11.4 µM]
C=CC1CN2CCC1CC2c1[nH]c2ccccc2c1CCO (stereo not drawn)
→ 8 | 2% | . | .
O=C(CNC(=O)c1ccc(Cl)cc1)Nc1ccc(Br)cc1C(=O)c1ccccc1
→ 3 | 1% | . | .
Cc1c(C(=O)N2CCC3(CC2)OCCO3)oc2ccccc12
→ 18 | -4% | 4 | -6%
Cc1ccccc1-n1c(-c2ccco2)nc2ccccc2c1=O
→ 194 | 2% | -11 | .
O=C1C2CCCN2C(c2cccs2)N1c1ccccn1 (stereo not drawn)
→ ? | 3% | -9 | 2%
C=CCNC(=O)c1c(N)n(Cc2ccco2)c2nc3ccccc3nc12
→ ? | -24% | 10 | 16%
Cn1c(O)c(C=Nc2ccc3c(c2)CCC3)c(=O)n(C)c1=O
→ 34 | -1% | -2 | -1%
Cc1csc(=N)n1Cc1ccccc1
→ -12 | 1% | . | .
CCOC(=O)C1=C(N)Oc2ccccc2C12C(=O)N(CC(=O)OC)C(CC(=O)OC)=C2C(=O)OC (stereo not drawn)
→ 10 | 1% | 0 | .
N[C@H](CCP(=O)(O)O)C(=O)O
→ . | -6%&-6% | 5&8 | -3%&-2%
Nc1ccc(-c2ccc(N)c(Cl)c2)cc1Cl
→ . | -1% | . | -17%
CCN(c1ccc(C(O)(C(=O)OC)C(F)(F)F)cc1)S(=O)(=O)c1ccccc1 (stereo not drawn)
→ ? | -1% | 2 | -10%
Cc1ccc([N+](=O)[O-])cc1C
→ . | -1% | . | -9%
O=C1NC(=O)C2(C(=O)N1)C(c1ccc(F)cc1)NC(=S)NC2c1ccc(F)cc1 (stereo not drawn)
→ 25 | 7% | -1 | -3%
O=c1c2ccccc2nc(-c2ccc([N+](=O)[O-])cc2)n1-c1ccccc1
→ -7 | -6% | 6 | .
O=C(O)c1cccc(Cl)c1
→ . | -4% | . | -4%
COc1ccc2c(c1)c(C(=O)O)c(C)n2C(C)C
→ -8 | -11% | . | .
COc1ccc(C(CC(=O)N2CCC3(CC2)OCCO3)NS(=O)(=O)c2ccc(C)cc2)cc1 (stereo not drawn)
→ 27 | -1% | -1[1.84 µM] | -15%[11.4 µM]
O=C(CN1CCN(Cc2ccc(Cl)cc2)C1=O)N1CCC2(CC1)OCCO2
→ 46 | -2% | 0 | -1%
O=C(Cc1ccccc1)N1CCN(C2CCCC2)CC1
→ 1 | -12% | 13 | 1%
CC(C)N1C(=O)CCC1C(=O)N1CCC2(CC1)OCCO2 (stereo not drawn)
→ 6 | -1% | 3 | -8%
Cc1cccc(-n2c(O)c(C=NCCCN3CCOCC3)c(=O)[nH]c2=O)c1C
→ 27 | -7% | 1 | -2%[2.29 µM]
OC1(c2ccccc2F)CC2CCC(C1)N2CCN1CCOCC1 (stereo not drawn)
→ 14 | -4% | 5 | 4%
CCOc1ccc(N=C2SCCCN2C)cc1
→ -25 | -4% | 18 | .
COc1ccc(/C=N/N=C(/N)N[N+](=O)[O-])c(OC)c1
→ ? | -2% | 1 | -1%
CCN(CC)C(=O)N[C@H]1C=C2c3cccc4[nH]cc(c34)C[C@@H]2N(C)C1
→ . | -1%[25.6 µM] | 0[20.6 µM] | 10%[25.6 µM]
Cc1oc(-c2ccccc2)nc1CN1C(=O)C(C)N=C(c2ccccc2F)c2cc(Cl)ccc21 (stereo not drawn)
→ 14 | -5% | . | .
O=c1cc(CN2CC=C(c3ccccc3)CC2)c2c(ccc3ccccc32)o1
→ ? | -4% | 2 | .
CN(C)C1(c2nnnn2CCOC(=O)Nc2ccc(Cl)cc2)CCCCC1
→ 56 | -10% | 9 | -3%
CNC(=O)O/N=C(/C)SC
→ . | 3% | . | 0%
CC(=NCC1CCCO1)c1c(O)n(-c2ccc(Cl)cc2)c(=O)[nH]c1=O (stereo not drawn)
→ 20 | -7% | -1 | 0%
Nc1ccc([N+](=O)[O-])cc1[N+](=O)[O-]
→ . | -1% | . | -14%
Clc1nc(Cl)nc(Nc2ccccc2Cl)n1
→ . | -3% | . | -3%
Ic1c(C2=CCCCC2)[se]c2ccccc12
→ . | -2%[0.00818 µM] | . | -2%[0.0915 µM]
CN1CCN(c2cc(N3CCNCC3)ccc2[N+](=O)[O-])CC1
→ 13 | 1% | . | .
CCOP(=O)(OCC)C(O)c1ccc(OC)cc1OC (stereo not drawn)
→ ? | -2% | . | .
Cc1cc(N=Nc2ccccc2C)ccc1N
→ . | -8% | . | 2%
O=C(O)C(Cc1cnc[nH]1)NS(=O)(=O)c1ccc(Cl)cc1 (stereo not drawn)
→ 38 | -3% | . | .
[O-][Br+2]([O-])O
→ . | -2%&-4% | . | 3%&0%
CC(=O)C1C2c3ccccc3O[C@@]1(C)N=c1s/c(=C/c3ccoc3)c(=O)n12 (stereo partly drawn)
→ -7 | -5% | . | .
Cc1cc(/C=C2\C(=O)NC(=O)N(c3cccc(Br)c3)C2=O)c(C)n1C
→ 19 | -2% | . | .
CCCSP1(=S)NCCCO1 (stereo not drawn)
→ 27 | 0% | 7 | -2%
Cc1cccc2c1N(N=O)CCC2
→ 1 | ? | . | .
CCN(CC)CC(O)c1ccc(C2CCCC2)cc1 (stereo not drawn)
→ 65 | 5% | . | .
COc1ccc(CCNCc2ccc(SC)cc2)cc1
→ 31 | 1% | ? | 39%[activator]
CN1CCN(CCC(C#N)(c2ccccc2)c2ccccc2)CC1
→ -2 | 4% | 16 | 12%
COc1ccccc1OP(=O)(Nc1cccnc1)Oc1ccccc1OC
→ 5 | 2% | 0 | .

This is a subset (hit frequency here may not be typical).
